Bioassay records as filed in PubChem.
SUMO1 PPI mod: SUMO1-SIM interaction modulation. 360,000 compounds, 0.33% hits. AID 602429. P63165. SUMO1 binding to a labelled peptide, TR-FRET, 1 h. inhibition, % at 20 µM; in the data active = inhibition above about 37%
Target sequence (P63165 whole entry, looked up): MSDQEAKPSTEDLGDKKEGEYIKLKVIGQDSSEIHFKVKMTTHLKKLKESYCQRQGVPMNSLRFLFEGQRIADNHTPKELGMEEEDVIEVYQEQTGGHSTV
CSN deneddyl inh: inhibitors of human CSN-mediated cullin deneddylation | Q92905 | Purified CSN, SCF-Nedd8-OG deneddylation, fluorescence polarization | inhibition, % at 12.5 µM | 360,000 compounds, 0.38% hits;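 active = pattern-corrected inhibition above about 35%, with an unprinted fluorescence ratio check between 0.5 and 1.5, limit read from the data, passing the limit was not always enough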;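 also: 0% = enzyme with substrate and 100% = substrate without enzyme; some results filed as inactive read as strong as hits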
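Material: human Csn5 produced in HEK293T cells; Input: enzyme 0.24 nM; Reagent: SCFSkp2-Nedd8OG substrate at 10 nM final; Dosing: 12.5 µM compound; Incubation: 90 min reaction at room temperature; Detection: fluorescence polarization of the substrate; Evaluation: % inhibition of substrate cleavage by Csn5; Control set: substrate-only high control, full reaction low control.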
Tb MetRS inh: Trypanosoma brucei MetRS inhibition; inhibition, % at 11.9 µM; purified T. brucei MetRS, ATP depletion, Kinase-Glo luminescence; 360,000 compounds, 0.4% hits; AID 624268;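 active = inhibition above a per-plate cutoff of the control wells' mean inhibition plus 3 SD, cut at about 5.5% in these data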;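 also: 0% = DMSO wells median and 100% = median of wells with control inhibitor compound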
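Material – parasite MetRS enzyme · Medium – HEPES-MgCl2-KCl buffer plus DTT, spermine, BSA, pyrophosphatase · Reagent – ATP, methionine and E. coli bulk tRNA substrates · Times – 15 min enzyme-compound preincubation, 2 h reaction, 10 min detection, 25 °C · Measured by – luminescence of leftover ATP · Evaluation – percent inhibition relative to median high and low control wells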
PABP1 MLLE inh: inhibitors of microRNA-mediated deadenylation, human PABP1 MLLE binding. AID 588489. P11940. inhibition, % at 20 µM. 360,000 compounds, 0.36% hits. GST-MLLE / FITC-PAM2 fluorescence polarization; in the data active = inhibition above about 35%, passing the limit was not always enough;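 also: plate controls were DMSO wells with GST-MLLE for no effect and wells lacking GST-MLLE protein for full effect; some results filed as inactive read as strong as hits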
DNMT1 block: DNMT1 (human) enzyme inhibition; P26358; DNMT1 molecular beacon, Hinp1I cleavage, fluorescence; inhibition (reported as % activation of signal), % at 10 µM; 360,000 compounds, 0.83% hits; AID 588458; in the data active = inhibition above about 50%
Rpn11 block: Rpn11 (human) deubiquitinase inhibition; 360,000 compounds, 0.59% hits; O00487; human 26S proteasome, Ub4-pepOG fluorescence polarization; 20S core pre-blocked with epoxomicin; calls only at 20 µM;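 active = inhibition at 20 µM, scaled to each plate's controls, above about 33%, limit read from the data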
LMPTP inh: LMPTP (human) inhibition; P24666; recombinant LMPTP-A, OMFP fluorogenic substrate, fluorescence intensity; inhibition, % at 20 µM; 360,000 compounds, 0.22% hits; AID 651560;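 active = compounds that cut the enzyme signal by at least half of the control window in the single-dose screen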;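 also: plate controls were DMSO wells with enzyme plus substrate for no effect and substrate without enzyme for full effect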
Target sequence (P24666 whole entry, looked up): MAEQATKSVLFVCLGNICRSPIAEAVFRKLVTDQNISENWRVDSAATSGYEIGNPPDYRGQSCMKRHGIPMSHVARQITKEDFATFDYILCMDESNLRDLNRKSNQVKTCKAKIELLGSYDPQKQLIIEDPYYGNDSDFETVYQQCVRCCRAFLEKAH
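Test system: LMPTP-A phosphatase enzyme. Amount: LMPTP-A at 0.625 nM final in the reaction. Reagent: OMFP substrate, 400 µM final. Times: 50 min at room temperature. Signal: endpoint fluorescence intensity from OMFP dephosphorylation. Read-out basis: % inhibition. Benchmarks: no-enzyme and uninhibited controls.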
STEP block: STEP (human) phosphatase inhibition. P54829. recombinant STEP, OMFP fluorogenic substrate, fluorescence. inhibition, % at 20 µM. 360,000 compounds, 0.25% hits;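 active = inhibition at 20 µM, scaled per plate between control wells, above about 37%, limit read from the data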;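 also: 0% = DMSO with enzyme and substrate and 100% = substrate only without enzyme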
Target sequence (P54829 whole entry, looked up): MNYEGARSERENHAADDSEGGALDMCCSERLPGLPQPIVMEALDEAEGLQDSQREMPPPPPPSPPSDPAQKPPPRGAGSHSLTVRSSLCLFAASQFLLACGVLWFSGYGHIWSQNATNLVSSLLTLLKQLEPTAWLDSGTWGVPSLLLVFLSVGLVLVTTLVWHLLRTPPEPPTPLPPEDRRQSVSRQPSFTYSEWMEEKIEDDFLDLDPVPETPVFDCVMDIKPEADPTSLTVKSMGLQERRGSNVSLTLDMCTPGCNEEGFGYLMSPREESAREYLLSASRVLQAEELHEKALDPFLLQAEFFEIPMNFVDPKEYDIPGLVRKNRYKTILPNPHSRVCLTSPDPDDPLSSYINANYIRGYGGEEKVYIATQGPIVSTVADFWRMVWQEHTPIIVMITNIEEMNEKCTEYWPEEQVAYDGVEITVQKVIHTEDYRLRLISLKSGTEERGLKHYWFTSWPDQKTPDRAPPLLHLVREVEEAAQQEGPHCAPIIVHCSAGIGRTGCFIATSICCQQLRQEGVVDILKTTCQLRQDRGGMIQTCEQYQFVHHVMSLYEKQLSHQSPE
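Also added – OMFP at 25 µM · Test system – STEP tyrosine phosphatase · Technique – FITC-channel fluorescence of OMFP product · Schedule – 20 min at room temperature, dark · Evaluation – control-normalized % inhibition with plate pattern correction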
Scp1 inh: Scp-1 (human) phosphatase inhibition; Q9GZU7; Recombinant Scp1, phosphopeptide, malachite green phosphate absorbance; inhibition, % at 20 µM; 340,000 compounds, 0.88% hits; AID 493091;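 active = inhibition above about 50% at 20 µM, limit read from the data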;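 also: plate controls were DMSO wells with enzyme for no effect and wells lacking enzyme for full effect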
Target sequence (Q9GZU7 76-261 limits assumed): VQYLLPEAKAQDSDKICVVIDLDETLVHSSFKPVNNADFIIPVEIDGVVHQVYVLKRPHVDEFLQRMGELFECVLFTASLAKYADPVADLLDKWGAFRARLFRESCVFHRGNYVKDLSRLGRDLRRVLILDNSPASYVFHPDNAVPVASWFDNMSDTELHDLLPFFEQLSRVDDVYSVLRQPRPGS
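Test system: SCP-1 phosphatase catalytic domain, residues 76-261 | Compound dosing: One concentration, 20 µM, with 1.0% DMSO | Schedule: 45 min room-temperature reaction, 5 min colour, 30 min stabiliser | Detection: Absorbance at 630 nm | Read-out basis: % inhibition of SCP-1 phosphate liberation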
NadD block: blocks S. aureus nicotinate mononucleotide adenylyltransferase; purified NadD enzyme, colorimetric absorbance read-out; inhibition, % at 20 µM; AID 602399; 360,000 compounds, 0.78% hits; in the data active = inhibition above about 26%; also: some compounds past the cut are filed as inactive
* hit, by the source's call; i = inactive; · = no result given.

SMILES	SUMO1 PPI mod	CSN deneddyl inh	Tb MetRS inh	PABP1 MLLE inh	DNMT1 block	Rpn11 block	LMPTP inh	STEP block	Scp1 inh	NadD block
NC(=O)C1CCN(C(=O)c2cnn(-c3ccccc3)c2NC(=O)c2ccco2)CC1	-1.9	0.5	-0.3	7.1	2.4	i	1.3	0.1	4.6	1.6
CCN(CC)S(=O)(=O)c1ccc(Cl)c(NC(=O)COc2ccc(OC)cc2)c1	-0.9	-1.9	0.7	3.8	10.7	i	-2.0	-2.6	-8.6	-6.3
COCCn1c(SCC(=O)NCC2CCCO2)nc2c(c1=O)SC(C)C2 (centres undefined)	-3.0	-2.4	3.3	5.8	0.5	i	-1.7	2.4	-4.8	-1.9
COc1ccc(S(=O)(=O)N2CCCC(C(=O)Nc3cccc(C(C)=O)c3)C2)cc1 (centres undefined)	-2.3	4.9	-1.2	-4.4	-2.6	i	-1.2	-0.7	-10.1	-9.7
O=[N+]([O-])c1ccc(/C=N/NC(=S)Nc2ccc(Cl)cc2Cl)s1	8.7	8.0	-0.6	-0.1	59.8*	i	12.7	4.3	11.8	8.1
CC1CCN(C(=O)COC(=O)c2cccc(NS(=O)(=O)c3ccccc3)c2)CC1	-1.2	0.6	-0.3	-4.6	2.5	i	-1.0	2.1	-6.9	-2.0
O=C(N/N=C/c1ccccc1)c1ccc(-c2ccccc2)cc1	6.2	0.9	-0.2	0.2	1.6	i	-1.6	-2.6	-1.9	2.9
Cc1ccc(S(=O)(=O)NC(=O)C2(C)CCN2C(=O)C2(c3ccc(Cl)cc3)CCC2)nc1 (centres undefined)	3.4	0.9	-0.3	-16.4	-1.0	i	-0.2	-2.6	·	3.5
Cc1ccc(OCCCC(=O)Nc2ccc(N3CCOCC3)cc2)cc1	0.8	-1.3	0.0	3.9	-6.5	i	1.2	-1.7	-2.2	2.4
CCOC(=O)CN(C(=O)CSc1nnc(-c2ccc(OC)c(OC)c2)o1)c1ccccc1	5.8	1.9	-0.3	-6.5	-6.8	i	0.2	0.4	-7.3	2.6
CC(C)c1nnc(NC(=O)C2CCN(C(=O)c3ccco3)CC2)s1	2.6	0.7	0.2	18.5	1.0	i	-2.3	2.6	-0.6	1.4
Cc1cccc(NC(=O)CSc2nnc(Cn3nnc(-c4ccccc4)n3)n2-c2ccccc2)c1	-7.0	6.0	-0.1	-21.2	-16.0	i	0.3	2.1	-11.5	-9.0
CCCOC(=O)Oc1ccc2c(=O)c(Oc3cc(C)cc(C)c3)coc2c1	-4.9	4.5	0.0	1.2	16.9	i	3.7	2.0	-11.0	2.8
CN(C)C1CN(Cc2cn(Cc3cccc(C(F)(F)F)c3)nn2)S(=O)(=O)C1 (centres undefined)	4.1	-2.1	-0.3	·	·	·	-0.2	·	·	2.1
O=C(O)c1ccccc1SCC(=O)N1CCCCC1	3.0	-3.6	-0.7	-6.4	2.6	i	-3.0	-3.4	3.6	1.6
COc1ccc(-n2c(Cc3cccn3C)nnc2SCC(=O)N2CCCc3ccccc32)cc1	0.6	2.3	-0.1	-34.2	-0.9	i	0.4	0.3	-1.5	10.4
Cc1ccc(Sc2ccc(NC(=O)CCl)cc2)cc1C	5.8	1.1	2.0	3.8	12.3	i	3.0	0.5	-6.3	-8.0
Cc1c(Cl)cccc1N=c1c([N+](=O)[O-])nn(-c2ccccc2)n1O	-12.4	-1.8	-0.2	-5.6	3.4	i	1.1	-2.9	-3.9	-1.9
CCOC(=O)c1cc(=O)n(-c2ccc(Cl)cc2C)[nH]1	-0.5	-2.3	-1.1	1.0	3.1	i	-1.3	-2.4	-1.4	-3.3
CC(=O)Oc1ccc(-n2c(=O)c3ccccc3c3ccccc3c2=O)cc1	4.2	-13.8	-1.0	10.1	-0.4	i	0.5	1.2	1.2	2.0
O=C(c1cccnc1)N1CCN(C(=O)c2ccccc2F)CC1	-0.1	-4.0	-1.2	-6.1	0.9	i	-2.2	1.1	-4.8	-0.3
CC(/C=N/NC(=O)c1cccc(F)c1)=C\c1ccccc1	-29.1	-0.2	-0.4	2.5	0.1	i	1.8	0.8	-2.0	-1.7
O=C(Cc1ccc([N+](=O)[O-])cc1)NCCS(=O)(=O)N1CCN(c2ccccc2)CC1	-6.2	-0.9	-0.3	2.6	-1.4	i	-1.6	-0.5	·	-7.0
C=CCOC(=O)C1=C[C@H](c2ccc(Br)cc2)C[C@H](OCc2ccc(CO)cc2)O1	-9.5	2.2	-0.4	-3.4	-3.8	i	-1.1	-3.1	-1.6	-0.4
N#CCCN(Cc1ccccc1)C(C(=O)NC1CCCCC1)c1cc2ccccc2o1 (centres undefined)	6.9	0.7	-0.2	-2.1	-4.9	i	5.9	1.7	·	-1.1
CC1CCCCN1C(=O)CN1C(=O)NC2(CCCCC2C)C1=O (centres undefined)	4.6	-3.3	-0.2	-4.9	-0.9	i	-1.3	-0.9	-2.4	-1.2
N#CC1(NC(=O)CSc2nnc(-c3ccccc3F)n2N)CCCCC1	4.2	0.9	-0.2	-97.7	-0.4	i	-0.1	-4.9	-9.0	-1.0
COc1cc(CN2CCC(CO)(CCOc3ccccc3)CC2)cc(OC)c1	3.9	2.5	-1.2	13.1	3.4	i	5.9	0.0	0.9	-3.6
COc1cc(OC)cc(-c2c(-c3ccc(F)cc3)c3cc(-c4cnc(OC)nc4)ccc3n2C)c1	-7.9	-1.6	-0.3	4.1	22.1	i	3.9	2.9	-2.3	10.7
Brc1cccc(CNCc2cccs2)c1	1.8	-14.2	-0.6	0.2	0.0	i	-2.4	-2.3	0.7	-4.1
Nc1nc(F)cc(NCc2ccccc2)n1	0.6	-0.8	-0.9	-10.5	7.2	i	0.4	-2.9	-2.2	-3.9
CCn1cnc2scc(-c3ccc(C)c(C)c3)c2c1=O	-2.0	1.2	-0.6	-1.4	4.4	i	-0.7	-1.0	-6.7	-2.2
COc1ccc(C(=O)C2CCN(CC(=O)Nc3ccccc3F)CC2)cc1	3.1	-5.4	0.1	3.9	0.6	i	-0.1	-1.1	-5.8	-3.6
O=C(Oc1ccc2c(c1)OCO2)c1ccc(F)cc1Cl	3.2	-1.5	-0.1	-4.3	0.7	i	0.5	2.6	-6.0	-6.4
CCCCOc1ccccc1NC(=O)c1ccco1	0.3	-2.4	-1.4	12.6	3.4	i	1.1	3.9	-3.3	-9.2
COCC(C)n1c(C)cc(C(=O)COC(=O)CNC(=O)c2ccccc2)c1C (centres undefined)	4.1	1.0	-0.8	6.6	-1.9	i	-1.7	-0.3	1.2	1.3
CCc1nnc(NC(=O)C2CCC(CNc3c(N4CCC(C)CC4)c(=O)c3=O)CC2)s1 (centres undefined)	-6.6	-5.3	-0.5	8.2	1.6	i	0.5	2.8	-7.2	1.1
COc1ccc(C(C)=O)cc1CSc1nnc(Nc2c(C)cccc2C)s1	2.1	3.9	-0.7	3.6	-5.3	i	0.8	-1.1	-11.1	1.1
CCOc1ccccc1N(CC(=O)Nc1ccc(OC)cc1)S(=O)(=O)c1ccccc1	2.4	3.6	0.7	-17.1	-0.3	i	2.3	3.0	-11.5	-2.4
CC(C)C(C)(C#N)NC(=O)CSc1nc2scc(-c3ccco3)c2c(=O)n1-c1ccccc1 (centres undefined)	-0.1	0.7	1.4	6.4	-2.7	i	1.6	-0.3	-7.2	20.4
Cc1c(C(=O)NC2CC(C)(C)NC(C)(C)C2)oc2c(Cl)cccc12	-5.3	-3.2	-0.1	2.2	1.7	i	-1.4	-3.5	·	-10.6
COC(=O)c1ccc(/C=C/C(=O)c2ccc(OC)c(OC)c2)cc1	-10.4	10.9	-0.6	3.6	-1.6	i	1.4	4.4	-22.9	-11.6
Cc1cccc2nc(CSc3nc4[nH]ncc4c(=O)n3-c3cccc(Cl)c3)cc(=O)n12	-18.0	-0.4	-0.3	0.8	-0.7	i	-1.2	4.0	-4.9	4.7
CN1C[C@@H]2C(c3ccc(C(F)(F)F)cc3)C3(c4ccc(C#N)cc4)CC2(C3)[C@H]1c1ccccc1 (some centres undefined)	2.6	-5.5	-0.6	-1.4	25.2	i	0.5	3.8	8.2	8.2
CC(=O)Nc1ccc(S(=O)(=O)NCCSc2ccccn2)cc1	-0.5	-0.3	-0.3	-73.0	-0.1	i	-2.0	-13.1	12.0	2.0
O=C(c1cc(COc2ccc(F)cc2F)on1)N1CC2C[C@@H]3CC1C[C@H](C2)C3	6.7	6.1	0.2	-3.9	0.1	i	3.1	1.2	-11.7	1.4

Some of these compounds in order of heavy-atom count, high to low:
SMILES	SUMO1 PPI mod	CSN deneddyl inh	Tb MetRS inh	PABP1 MLLE inh	DNMT1 block	Rpn11 block	LMPTP inh	STEP block	Scp1 inh	NadD block
Cc1cccc2nc(CSc3nc4[nH]ncc4c(=O)n3-c3cccc(Cl)c3)cc(=O)n12	-18.0	-0.4	-0.3	0.8	-0.7	i	-1.2	4.0	-4.9	4.7
COCC(C)n1c(C)cc(C(=O)COC(=O)CNC(=O)c2ccccc2)c1C (centres undefined)	4.1	1.0	-0.8	6.6	-1.9	i	-1.7	-0.3	1.2	1.3
COc1ccc(C(C)=O)cc1CSc1nnc(Nc2c(C)cccc2C)s1	2.1	3.9	-0.7	3.6	-5.3	i	0.8	-1.1	-11.1	1.1
Cc1c(C(=O)NC2CC(C)(C)NC(C)(C)C2)oc2c(Cl)cccc12	-5.3	-3.2	-0.1	2.2	1.7	i	-1.4	-3.5	·	-10.6
CC(=O)Nc1ccc(S(=O)(=O)NCCSc2ccccn2)cc1	-0.5	-0.3	-0.3	-73.0	-0.1	i	-2.0	-13.1	12.0	2.0
CCn1cnc2scc(-c3ccc(C)c(C)c3)c2c1=O	-2.0	1.2	-0.6	-1.4	4.4	i	-0.7	-1.0	-6.7	-2.2
CCCCOc1ccccc1NC(=O)c1ccco1	0.3	-2.4	-1.4	12.6	3.4	i	1.1	3.9	-3.3	-9.2
Nc1nc(F)cc(NCc2ccccc2)n1	0.6	-0.8	-0.9	-10.5	7.2	i	0.4	-2.9	-2.2	-3.9
